SV40 large T antigen: TAg ATPase/helicase activity blockers – biochemical (AID 1903); SV40 large T antigen ATPase/helicase inhibition assay; higher % means a stronger effect; inhibition, % at 20 µM, or IC50 in µM where a hit was titrated; actives 0.39% (n = 310,000); in the data active means a potency from the dose series; inconclusive means inhibition mostly from about 32% at the one dose, without a potency; inactive means the rest, 99 in 100 with inhibition below about 32%; further: strong numbers were not always called active
Insulin prom up: MIN6 insulin promoter up-regulation | MIN6 insulin promoter-GFP reporter, high-content imaging; stronger effect = higher value | AID 1625 | z-score at 5 µM | actives 0.3% (n = 190,000);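 active means z-score above 3 at 5 µM with at least 500 cells counted in the well; inconclusive means wells under 500 cells, flagged as cytotoxic or low count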
ER stress rescue: rescue of cells from ER stress-induced death, primary screen, 384-well, CSM14.1, thapsigargin, ATP luminescence (AID 1222); 190,000 tested, under 10 active; CSM14.1 thapsigargin-induced death rescue, ATP luminescence; higher % means a stronger effect; one-dose cellular ATP content (survival), % at 20 µM; EC50 in µM for titrated hits;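 active means EC50 below 50 µM in the dose-response confirmation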;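 further: death triggered by thapsigargin at about 15 µM added after 2 h compound pretreatment; cell ATP read after overnight thapsigargin exposure of roughly 18 to 22 hours; normalized against plate controls of thapsigargin alone and 5% DMSO vehicle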
PMI inhibition: MPI inhibition at elevated mannose 6-phosphate – biochemical, fluorescence intensity, high mannose 6-phosphate, primary screen (AID 1220); actives 0.66% (n = 190,000); inhibition, % at 20 µM; hits with a dose series show IC50 in µM; recombinant PMI enzyme, coupled fluorescence intensity; higher % means a stronger effect
RSV antiviral HEp-2: inhibition of RSV-induced cytopathic effect – HEp-2 cells, primary 10 µM value included (AID 2391); actives 0.13% (n = 310,000); HEp-2 cells, RSV-induced CPE inhibition; higher % means a stronger effect; CPE inhibition, % at 10 µM; hits with a dose series show IC50 in µM; in the data active means a potency from the dose series; inconclusive means CPE inhibition mostly from about 23% at the one dose, without a potency; inactive means the rest, 99 in 100 with CPE inhibition below about 21%; further: strong numbers were not always called active
human PMI inhibition: inhibitors of human PMI, primary screen, biochemical, fluorescence intensity, coupled assay (AID 1209); purified PMI enzyme, coupled fluorescence intensity; higher % means a stronger effect; inhibition, % at 20 µM; hits with a dose series show IC50 in µM; actives 0.42% (n = 190,000);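 further: plate controls were DMSO vehicle for no effect and wells lacking substrate for full effect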
West Nile antiviral: West Nile virus antiviral activity, cell-based, CPE readout (AID 1621); West Nile virus-infected cells, CPE inhibition; higher % means a stronger effect; CPE inhibition, % at 10 µM; hits with a dose series show IC50 in µM; actives 0.02% (n = 290,000); in the data active means a potency from the dose series; inconclusive means CPE inhibition mostly from about 3.7% at the one dose, without a potency; inactive means the rest, 99 in 100 with CPE inhibition below about 2.2%; further: strong numbers were not always called active
PhoP inhibition: PhoP-dependent GFP reporter repression – Salmonella Typhimurium, primary screen (AID 1863) | actives 0.16% (n = 300,000) | S. Typhimurium PhoP-regulated promoter GFP reporter, 4 h; higher % means a stronger effect | inhibition, % at 50 µM; hits with a dose series show IC50 in µM;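 active means inhibition over 29.93%, a cutoff 3 SD above the screen mean, later confirmed by dose response; inconclusive means inhibition over 29.93% but no dose response follow-up; inactive means inhibition at most 29.93% or unconfirmed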;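 further: 0% = low Mg2+ inducing control and 100% = high Mg2+ repressing control; strong numbers were not always called active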
TNAP activators: human TNAP enzyme activators, primary screen, biochemical, luminescent, no phosphate acceptor, uHTS (AID 1001) | one-dose activation fold at 20 µM; EC50 in µM for titrated hits | purified TNAP, luminescent activation assay, no phosphate acceptor; higher activation fold means a stronger effect | actives 0.03% (n = 200,000); in the data active means activation fold from about 3, or a potency from the dose series; inactive means the rest, 99 in 100 with activation fold below about 1.6; further: many of its hits are not listed in these tables
Insulin prom up cell count: also measured in Insulin prom up; calls as there; cell count; measured here: cytotoxicity, nuclei count;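 total cells summed across four imaged fields per well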
Starred values were filed as active, the others as inactive. Unless noted, no stated cut-off is given here; in the data, active means inhibition above about 50%; inactive means the rest. Not a hit list. About 1.5% of those tested had a hit in this group.

`COn1c(C)c(C(C)=O)c2c3nonc3ccc21` gave SV40 large T antigen 3%, Insulin prom up -0.57, ER stress rescue 0.0%, PMI inhibition 58%*, RSV antiviral HEp-2 4.3%, human PMI inhibition 46%, West Nile antiviral 0.2%, PhoP inhibition -4%, TNAP activators 1.1 and Insulin prom up cell count 1133.
`COCCCN1C(=O)CC(C(=O)OC)=C1C` gave SV40 large T antigen 11%, Insulin prom up 0.24, ER stress rescue 3.6%, PMI inhibition 0%, RSV antiviral HEp-2 3.8%, human PMI inhibition -14%, West Nile antiviral 0.3%, PhoP inhibition 2%, TNAP activators 1.1 and Insulin prom up cell count 1271.
For C=C(C)c1cccc(C(C)(C)NC(=O)N2CCN(c3ccc(OC)cc3)CC2)c1 the results were SV40 large T antigen 9%, Insulin prom up 0.06, ER stress rescue 0.1%, PMI inhibition 14%, RSV antiviral HEp-2 1.5%, human PMI inhibition 18%, West Nile antiviral -0.2%, PhoP inhibition -15%, TNAP activators 1.1 and Insulin prom up cell count 1330.
For Cc1cccc(OCCn2cnc(Cl)c2Cl)c1 the results were SV40 large T antigen 18%, Insulin prom up 0.01, RSV antiviral HEp-2 16%, West Nile antiviral -0.3%, PhoP inhibition -9% and Insulin prom up cell count 1037.
For Cc1ccc(S(=O)(=O)Nc2ccc(Cl)cn2)cc1 the results were SV40 large T antigen 23%, RSV antiviral HEp-2 0.5%, West Nile antiviral -0.2% and PhoP inhibition 2%.
Screening NC(=O)CSc1nnc(COc2ccccc2)n1N returned SV40 large T antigen 8%, Insulin prom up -0.06, RSV antiviral HEp-2 2.2%, West Nile antiviral -0.2%, PhoP inhibition -8% and Insulin prom up cell count 1036.
CCc1cccc(NC(=O)CC2Oc3ccccc3NC2=O)c1 (centres undefined) was read as SV40 large T antigen 5%, RSV antiviral HEp-2 0.2%, West Nile antiviral -0.9% and PhoP inhibition -6%.
O=C(COc1ccc(S(=O)(=O)N2CCCC2)cc1)N1CCCC1 was read as SV40 large T antigen -1%, RSV antiviral HEp-2 0.6%, West Nile antiviral -0.4% and PhoP inhibition 5%.
For CCN(CC)c1nc2nonc2nc1N(CC)CC the results were SV40 large T antigen 10%, Insulin prom up 0.45, ER stress rescue -1.2%, PMI inhibition 12%, RSV antiviral HEp-2 5.7%, human PMI inhibition 15%, West Nile antiviral -0.2%, PhoP inhibition -4%, TNAP activators 1.1 and Insulin prom up cell count 1365.
For CCOC(=O)C1CCN(C(=O)C2CCN(S(=O)(=O)N3CCCC3)CC2)CC1 the results were SV40 large T antigen 5%, Insulin prom up 0.08, ER stress rescue 0.1%, PMI inhibition 9%, RSV antiviral HEp-2 0.2%, human PMI inhibition 7%, West Nile antiviral 1.2%, PhoP inhibition 3%, TNAP activators 1.1 and Insulin prom up cell count 1531.
CCOC(=O)C(NC(=O)Nc1ccc(Cl)cn1)(Oc1ccccc1)C(F)(F)F (centres undefined) was read as SV40 large T antigen 17%, Insulin prom up 0.06, ER stress rescue 6.6%, PMI inhibition 0%, RSV antiviral HEp-2 1.8%, human PMI inhibition -8%, West Nile antiviral 0.1%, PhoP inhibition -6%, TNAP activators 1 and Insulin prom up cell count 1366.
Screening CC(=O)NC1(C(Cl)(Cl)Cl)Oc2ccccc2O1 returned SV40 large T antigen 9%, Insulin prom up -0.45, ER stress rescue -0.8%, PMI inhibition -9%, RSV antiviral HEp-2 6.2%, human PMI inhibition -4%, West Nile antiviral -1.5%, PhoP inhibition 0%, TNAP activators 1.1 and Insulin prom up cell count 1624.
For CC(=O)CSc1ncnc2c1oc1ccccc12 the results were SV40 large T antigen 5%, Insulin prom up 0.25, ER stress rescue -1.4%, PMI inhibition 14%, RSV antiviral HEp-2 1.6%, human PMI inhibition 9%, West Nile antiviral -0.1%, PhoP inhibition -4%, TNAP activators 1.1 and Insulin prom up cell count 1092.
O=C(CN1CCN(c2ccc(F)cc2)CC1)c1cccs1 was read as SV40 large T antigen 10%, Insulin prom up -0.61, ER stress rescue -1.3%, PMI inhibition -30%, RSV antiviral HEp-2 -1.1%, human PMI inhibition -29%, West Nile antiviral 0.2%, PhoP inhibition -1%, TNAP activators 1.1 and Insulin prom up cell count 1358.
For COc1ccc(OC)c(NC(=O)c2cc3n(n2)C(C(F)(F)F)CC(c2ccc4c(c2)OCO4)N3)c1 (centres undefined) the results were ER stress rescue 1.6%, PMI inhibition 15%, RSV antiviral HEp-2 -2.3%, human PMI inhibition 19%, West Nile antiviral 0.6% and TNAP activators 1.
Screening CN(Cc1ccccc1)Cc1nc2c(c(=O)n(C)c(=O)n2C)n1Cc1ccc(Cl)cc1 returned SV40 large T antigen 4%, Insulin prom up 0.9, ER stress rescue -1.6%, PMI inhibition 9%, RSV antiviral HEp-2 4.0%, human PMI inhibition 11%, West Nile antiviral 0.6%, PhoP inhibition 8%, TNAP activators 1.1 and Insulin prom up cell count 1742.
CSCCC(NC(=O)c1cc(C(C)(C)C)oc1C)C(=O)O (centres undefined) was read as SV40 large T antigen 1%, Insulin prom up 0.75, ER stress rescue 1.8%, PMI inhibition -2%, RSV antiviral HEp-2 0.2%, human PMI inhibition -4%, West Nile antiviral -0.7%, PhoP inhibition -3%, TNAP activators 1.1 and Insulin prom up cell count 1136.
For COc1ccc(-n2ccnc2SCC(=O)Nc2cc(C)on2)cc1 the results were SV40 large T antigen -7%, RSV antiviral HEp-2 1.7%, West Nile antiviral -0.6% and PhoP inhibition -7%.
O=C(NC1CCCCCC1)C1CCN(S(=O)(=O)c2cnc[nH]2)CC1 was read as SV40 large T antigen 4%, Insulin prom up 0.07, ER stress rescue -8.1%, PMI inhibition -4%, RSV antiviral HEp-2 1.9%, human PMI inhibition -13%, West Nile antiviral 0.2%, PhoP inhibition -7%, TNAP activators 1 and Insulin prom up cell count 1314.
`COc1ccc(C(=O)N2CCOC2CNC(=O)C(=O)NCc2ccc(F)cc2)cc1` (centres undefined) gave SV40 large T antigen 30%, RSV antiviral HEp-2 1.9%, West Nile antiviral -0.5% and PhoP inhibition -7%.
Screening Cc1oc(-c2ccc(Cl)cc2)nc1CS(=O)CC(=O)NCCCN1CC(C)CC(C)C1 (centres undefined) returned SV40 large T antigen 16%, RSV antiviral HEp-2 2.7%, West Nile antiviral 0.4% and PhoP inhibition -8%.
Screening O=C(Nc1ccc(N2CCOCC2)cc1)C1CCCN(S(=O)(=O)c2ccccc2)C1 (centres undefined) returned SV40 large T antigen 13%, Insulin prom up -0.68, ER stress rescue -2.3%, PMI inhibition -1%, RSV antiviral HEp-2 4.4%, human PMI inhibition -3%, West Nile antiviral -1.5%, PhoP inhibition -4%, TNAP activators 1.1 and Insulin prom up cell count 1122.
CCc1ccc2nc(Nc3ncc(C(C)=O)c(C)n3)nc(C)c2c1 was read as SV40 large T antigen 10%, Insulin prom up 0.37, West Nile antiviral -0.1%, PhoP inhibition 2% and Insulin prom up cell count 962.
For CCOc1ccc2nc(NC(=O)C(NS(=O)(=O)c3cccs3)C(C)C)sc2c1 (centres undefined) the results were SV40 large T antigen 2%, Insulin prom up 1.2, ER stress rescue 2.0%, PMI inhibition 3%, RSV antiviral HEp-2 20%, human PMI inhibition 3%, West Nile antiviral -0.6%, PhoP inhibition 3%, TNAP activators 1.1 and Insulin prom up cell count 1807.
COc1ccc(Cl)c(NC(=O)C/C(C)=N/NC(=O)CCc2ccccc2)c1 was read as SV40 large T antigen 19%, RSV antiviral HEp-2 3.0%, West Nile antiviral -0.4% and PhoP inhibition 1%.
CCO[C@H]1OC(C(=O)Nc2ccccc2)=C[C@@H](c2csc3ccccc23)[C@@H]1CCCO was read as SV40 large T antigen 14%, ER stress rescue 15%, PMI inhibition 25%, RSV antiviral HEp-2 33%, human PMI inhibition 20%, West Nile antiviral -0.3%, PhoP inhibition 8% and TNAP activators 1.
For COC(=O)Cn1c(C(=O)N2CCCC2)cc2c1C[C@H]1CN(C(=O)c3ccccc3)[C@@](Cc3ccc(F)cc3)(C(=O)OC)[C@@H]21 the results were SV40 large T antigen 5%, Insulin prom up -0.95, ER stress rescue -1.1%, PMI inhibition 3%, RSV antiviral HEp-2 0.7%, human PMI inhibition -10%, West Nile antiviral -1.1%, PhoP inhibition -2%, TNAP activators 1.1 and Insulin prom up cell count 993.
CCN1CCN(CCOc2ccc(Br)cc2C)CC1 was read as SV40 large T antigen -1%, Insulin prom up -0.27, ER stress rescue -1.3%, PMI inhibition -8%, RSV antiviral HEp-2 -2.6%, human PMI inhibition 0%, West Nile antiviral -0.5%, PhoP inhibition 1%, TNAP activators 1 and Insulin prom up cell count 1496.
Screening Cc1nc(NC(=O)CCc2ccccc2)ccc1Br returned SV40 large T antigen -8%, ER stress rescue -2.7%, PMI inhibition 7%, RSV antiviral HEp-2 4.2%, human PMI inhibition 8%, West Nile antiviral -0.2%, PhoP inhibition -1% and TNAP activators 1.1.
O=C(NCc1cccs1)c1cc(S(=O)(=O)N2CCOCC2)c(Cl)cc1Cl was read as SV40 large T antigen 6%, RSV antiviral HEp-2 inconclusive, West Nile antiviral 0.1% and PhoP inhibition 2%.
COc1ccccc1C(=O)Nc1nc2ccccc2[nH]1 was read as SV40 large T antigen 7%, RSV antiviral HEp-2 -1.2%, West Nile antiviral -1.7% and PhoP inhibition -1%.
`Cc1nn(C)c(Oc2ccccc2)c1CCNC(=O)C(C)(C)C` gave SV40 large T antigen 5%, Insulin prom up -0.26, ER stress rescue -1.5%, PMI inhibition 10%, RSV antiviral HEp-2 0.7%, human PMI inhibition 15%, West Nile antiviral 0.3%, PhoP inhibition 0%, TNAP activators 1.1 and Insulin prom up cell count 1427.
`COc1cccc(N(CC(=O)NC2CCCCC2)C(=O)CCCC(=O)Nc2ccccn2)c1` gave SV40 large T antigen 7%, RSV antiviral HEp-2 3.1%, West Nile antiviral -0.6% and PhoP inhibition -3%.

Retrieved by structure from the list above:
`Cc1nn(C)c(Oc2ccccc2)c1CCNC(=O)C(C)(C)C` gave SV40 large T antigen 5%, Insulin prom up -0.26, ER stress rescue -1.5%, PMI inhibition 10%, RSV antiviral HEp-2 0.7%, human PMI inhibition 15%, West Nile antiviral 0.3%, PhoP inhibition 0%, TNAP activators 1.1 and Insulin prom up cell count 1427.
Screening Cc1nc(NC(=O)CCc2ccccc2)ccc1Br returned SV40 large T antigen -8%, ER stress rescue -2.7%, PMI inhibition 7%, RSV antiviral HEp-2 4.2%, human PMI inhibition 8%, West Nile antiviral -0.2%, PhoP inhibition -1% and TNAP activators 1.1.
O=C(NCc1cccs1)c1cc(S(=O)(=O)N2CCOCC2)c(Cl)cc1Cl was read as SV40 large T antigen 6%, RSV antiviral HEp-2 inconclusive, West Nile antiviral 0.1% and PhoP inhibition 2%.

Assay outcomes as filed in PubChem.
